Screens deposited in PubChem BioAssay by several laboratories.
DNMT1 inh: blocks human DNA methyltransferase DNMT1; P26358; DNMT1 molecular beacon, Hinp1I cleavage, fluorescence; inhibition (reported as % activation of signal), % at 10 µM; actives 0.83% (n = 360,000); in the data active = inhibition above about 50%
CSN deneddyl inh: inhibitors of human CSN-mediated cullin deneddylation. Purified CSN, SCF-Nedd8-OG deneddylation, fluorescence polarization. Q92905. actives 0.38% (n = 360,000). inhibition, % at 12.5 µM;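 active = pattern-corrected inhibition above about 35%, with an unprinted fluorescence ratio check between 0.5 and 1.5, limit read from the data, passing the limit was not always enough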;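 also: 0% = enzyme with substrate and 100% = substrate without enzyme; some results filed as inactive read as strong as hits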
Target sequence (Q92905 whole entry, looked up, one chain of several): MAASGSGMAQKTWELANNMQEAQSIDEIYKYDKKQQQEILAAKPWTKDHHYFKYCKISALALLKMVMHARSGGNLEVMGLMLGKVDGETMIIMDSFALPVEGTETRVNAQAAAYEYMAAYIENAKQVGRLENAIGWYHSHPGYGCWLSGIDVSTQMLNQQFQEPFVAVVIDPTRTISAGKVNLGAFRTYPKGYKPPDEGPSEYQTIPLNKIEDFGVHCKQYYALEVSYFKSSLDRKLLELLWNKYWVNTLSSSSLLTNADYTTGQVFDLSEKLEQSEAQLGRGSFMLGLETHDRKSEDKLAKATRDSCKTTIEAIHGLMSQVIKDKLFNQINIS
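Test system: purified human Csn5 enzyme expressed in HEK293T cells. Amount: 0.24 nM enzyme. Reagent: SCFSkp2-Nedd8OG substrate at 10 nM final. Schedule: 90 min incubation of compound, enzyme and substrate at room temperature. Detection: fluorescence polarization. Read-out: % inhibition of substrate cleavage by Csn5.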
Neddyl block: inhibitors of human cullin neddylation; AID 651699; calls only at 25 µM; actives 0.58% (n = 360,000); TR-FRET cullin neddylation, biochemical; in the data active = inhibition above about 36%
NadD inh: inhibitors of Staphylococcus aureus NadD; purified NadD enzyme, colorimetric absorbance read-out; inhibition, % at 20 µM; actives 0.78% (n = 360,000); AID 602399; in the data active = inhibition above about 26%; also: some compounds past the cut are filed as inactive
LMPTP inh: LMPTP (human) inhibition; P24666; recombinant LMPTP-A, OMFP fluorogenic substrate, fluorescence intensity; inhibition, % at 20 µM; actives 0.22% (n = 360,000); AID 651560;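 active = compounds that cut the enzyme signal by at least half of the control window in the single-dose screen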;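 also: plate controls were DMSO wells with enzyme plus substrate for no effect and substrate without enzyme for full effect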
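Material: LMPTP-A; amount: 0.625 nM enzyme; doses: single 20 µM dose; times: reaction 50 min, room temperature, dark; technique: fluorescence intensity of OMFP turnover product; benchmarks: no-enzyme and uninhibited controls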
SUMO1 PPI mod: alters human SUMO1 binding to SIM partners | P63165 | SUMO1 binding to a labelled peptide, TR-FRET, 1 h | inhibition, % at 20 µM | actives 0.33% (n = 360,000) | AID 602429; in the data active = inhibition above about 37%
Target sequence (P63165 whole entry, looked up): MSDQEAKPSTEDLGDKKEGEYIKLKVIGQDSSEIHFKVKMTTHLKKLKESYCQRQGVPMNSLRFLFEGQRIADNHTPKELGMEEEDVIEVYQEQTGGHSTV
Rpn11 block: inhibitors of human proteasome Rpn11 | calls only at 20 µM | human 26S proteasome, Ub4-pepOG fluorescence polarization; 20S core pre-blocked with epoxomicin | AID 588493 | actives 0.59% (n = 360,000) | O00487;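 active = inhibition at 20 µM, scaled to each plate's controls, above about 33%, limit read from the data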
STEP block: blocks human striatal-enriched tyrosine phosphatase. recombinant STEP, OMFP fluorogenic substrate, fluorescence. inhibition, % at 20 µM. actives 0.25% (n = 360,000). AID 588621;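 active = inhibition at 20 µM, scaled per plate between control wells, above about 37%, limit read from the data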;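 also: 0% = DMSO with enzyme and substrate and 100% = substrate only without enzyme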
Target sequence (P54829 whole entry, looked up): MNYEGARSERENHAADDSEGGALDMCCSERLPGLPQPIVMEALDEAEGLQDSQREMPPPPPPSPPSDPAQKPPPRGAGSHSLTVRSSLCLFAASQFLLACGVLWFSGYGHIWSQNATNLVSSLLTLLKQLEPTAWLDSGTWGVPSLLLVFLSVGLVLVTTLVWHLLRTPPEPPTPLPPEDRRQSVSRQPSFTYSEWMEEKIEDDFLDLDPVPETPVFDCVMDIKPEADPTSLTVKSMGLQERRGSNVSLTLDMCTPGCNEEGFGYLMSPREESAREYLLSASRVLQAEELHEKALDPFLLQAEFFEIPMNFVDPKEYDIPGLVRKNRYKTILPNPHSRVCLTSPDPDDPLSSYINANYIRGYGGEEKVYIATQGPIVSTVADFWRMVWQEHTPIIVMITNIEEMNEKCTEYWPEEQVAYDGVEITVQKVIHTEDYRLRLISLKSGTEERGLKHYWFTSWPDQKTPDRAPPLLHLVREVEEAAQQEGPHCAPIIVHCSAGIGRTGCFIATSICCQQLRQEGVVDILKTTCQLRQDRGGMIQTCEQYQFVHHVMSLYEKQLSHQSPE
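medium = Bis-Tris buffer pH 6.0, 2.5 mM DTT, 0.005% Tween 20 | test system = STEP (striatal-enriched tyrosine phosphatase) enzyme, cell-free | measure = normalized % inhibition | compound dosing = 20 µM, 1% DMSO | also added = 25 µM OMFP | schedule = reaction 20 min, ambient temperature | measured by = fluorescence read at 480 nm ex / 540 nm em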
Scp-1 inhibitor: Scp-1 (human) phosphatase inhibition; actives 0.88% (n = 340,000); inhibition, % at 20 µM; Q9GZU7; Recombinant Scp1, phosphopeptide, malachite green phosphate absorbance; AID 493091;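 active = inhibition above about 50% at 20 µM, limit read from the data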;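 also: plate controls were DMSO wells with enzyme for no effect and wells lacking enzyme for full effect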
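Material – SCP-1 phosphatase catalytic domain, residues 76-261 · Buffer or medium – Acidic Tris acetate buffer with magnesium and detergent · Also added – Phospho 17-mer peptide substrate · Compound – single 20 µM dose, 1% DMSO · Times – 45 min room-temperature reaction, 5 min colour, 30 min stabiliser · Technique – Phosphate-binding colour reagent, absorbance read at 630 nm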
Rin1-Abl PPI inh: human Rin1-Abl interaction inhibition | P00519+Q13671 | inhibition, % at 7.35 µM | AID 588664 | actives 0.4% (n = 360,000) | TR-FRET Rin1/Abl binding, biochemical; in the data active = inhibition above about 5%, passing the limit was not always enough
Active calls of the source: *; i = inactive; . = no result given.

SMILES | DNMT1 inh | CSN deneddyl inh | Neddyl block | NadD inh | LMPTP inh | SUMO1 PPI mod | Rpn11 block | STEP block | Scp-1 inhibitor | Rin1-Abl PPI inh
O=C1c2ccccc2N2C(=O)c3ccccc3C2N1Cc1ccco1 (centres undefined) | 5.8 | 0.9 | i | -2.0 | 0.7 | 3.7 | i | 2.0 | -6.0 | -0.9
CC(C)N(C(=O)CSc1nnc(-c2cc3ccccc3cc2O)n1Cc1ccco1)C(C)C | 3.6 | -6.5 | i | -3.4 | -0.4 | -1.1 | i | 0.6 | -4.7 | -4.5
N#Cc1cnn2c(-c3cccc([N+](=O)[O-])c3)ccnc12 | 4.0 | 3.4 | i | -6.4 | -0.7 | -24.5 | i | -1.3 | -5.0 | 2.6
CCNc1nc(SCC(=O)OC)nc(N(C)C)n1 | 4.8 | -5.2 | i | -1.7 | -0.9 | 2.5 | i | 0.6 | 4.0 | -3.0
O=[N+]([O-])c1ccc(NC2CCCCC2)nc1 | 1.1 | 6.7 | i | -0.5 | -1.5 | -29.7 | i | -2.5 | -7.7 | 0.2
COC(=O)c1ccc(Nc2cc(C)nc3nc(C)nn23)cc1 | 1.9 | 1.0 | i | -2.1 | -1.7 | 5.1 | i | -0.8 | -4.2 | -2.4
O=C(/C=C\c1cn(-c2ccccc2)nc1-c1ccc2c(c1)OCCO2)N1CCOCC1 | -3.7 | 4.5 | i | -4.9 | 1.0 | -10.1 | i | 1.3 | -4.7 | 4.1
Cc1cc(N=Nc2c(O)c3ccccc3[nH]c2=O)ccc1N=Nc1ccc(C(=O)N(C)C)cc1 | -4.2 | -3.8 | i | -5.8 | 3.2 | -8.0 | i | 4.4 | -1.3 | -0.7
COc1cc2ccccc2cc1C(=O)N1CCN(c2ccccc2O)CC1 | -6.1 | 0.3 | i | 6.6 | 0.8 | -0.6 | i | -0.8 | -2.7 | -0.8
CC(NS(=O)(=O)c1cc(C(F)(F)F)ccc1Cl)C(=O)N(C)C1CCN(C)CC1 (centres undefined) | -0.8 | -2.1 | i | -5.2 | -4.0 | -1.2 | i | -3.0 | -6.8 | 2.5
COC(=O)Nc1c(C(=O)OC)cc(OC)c(OC)c1OC | -0.8 | -4.5 | i | 0.8 | 0.6 | 0.8 | i | 0.7 | -0.1 | -2.3
Cc1cc(C)c(NC(=O)CNC(=O)COC(=O)Cc2ccccc2C)c(C)c1 | -0.8 | -0.6 | i | -0.7 | 0.4 | -2.3 | i | 1.8 | 3.2 | -0.9
COc1ccc(S(=O)(=O)NCc2ccc(F)cc2)cc1OC | 5.0 | 1.7 | i | -0.2 | 0.3 | 3.2 | i | -1.0 | -3.9 | 2.5
COc1ccc(CCC(=O)OCC(=O)c2cccc(OC)c2)cc1 | 1.3 | -1.4 | i | -1.5 | -1.5 | -4.7 | i | -1.1 | -10.6 | -1.0
Cc1ccc(C(=O)NCC(c2ccc(F)cc2)N2CCOCC2)cc1S(=O)(=O)N1CCOCC1 (centres undefined) | 5.4 | 0.5 | i | 5.0 | -0.7 | -5.4 | i | 2.2 | 4.3 | -0.6
Cc1cccc(NC(=O)CN2C(=O)c3ccccc3C2=O)c1C | 1.6 | -9.8 | i | 1.3 | -0.6 | -1.6 | i | 0.2 | -8.1 | -0.1
CCOCCCNC(=S)N1CCCN(c2nc3c(C)c(C)ccc3cc2C#N)CC1 | -14.6 | 3.9 | i | -8.2 | 3.5 | -14.3 | i | 5.4 | -10.9 | -3.5
COC(=O)CSc1nc(NC(C)C)nc(N2CCOCC2)n1 | 39.2 | -3.5 | i | 6.4 | -1.2 | 2.1 | i | 0.9 | 1.7 | 2.5
COc1ccc(N/C=C/C(=O)C(C)(C)C)cc1 | 0.9 | 3.3 | i | 1.4 | -1.0 | -6.5 | i | -0.1 | -3.7 | 2.2
COc1ccc(C(=O)COC(=O)CN2C(=O)NC(C)(C)C2=O)cc1OC | -4.1 | 1.3 | i | 3.1 | 0.5 | 2.3 | i | 1.9 | -2.4 | -3.0
Cc1ccc(CNC(=O)c2ccc3c(c2)NC(=O)C(N2CCOCC2)S3)cc1 (centres undefined) | 3.8 | 7.3 | i | -1.3 | 3.4 | -4.6 | i | 0.4 | 22.3 | -0.7
O=C(NCCOc1ccccc1-c1ccccc1)c1ccco1 | -4.6 | -5.2 | i | -3.9 | 0.4 | 0.9 | i | -0.9 | -9.9 | 2.4
C=CCNC(=S)NNC(=O)CC12CC3CC(CC(C3)C1)C2 | 0.6 | 0.0 | i | -1.3 | -1.4 | 0.8 | i | 3.8 | -8.9 | 0.6
O=C(Cc1ccsc1)N1CCN(S(=O)(=O)c2ccccc2F)CC1 | 7.0 | -3.5 | i | -5.1 | 0.1 | 4.4 | i | -1.8 | -3.9 | 0.7
Cc1ccc(-n2c(SCC(N)=O)nnc2-c2ccc(S(=O)(=O)N3CCCCC3)cc2)c(C)c1 | 1.1 | 2.8 | i | 4.0 | -0.2 | 0.6 | i | -0.3 | 11.0 | -0.4

Reformatted: entries from further up
| Structure | DNMT1 inh | CSN deneddyl inh | Neddyl block | NadD inh | LMPTP inh | SUMO1 PPI mod | Rpn11 block | STEP block | Scp-1 inhibitor | Rin1-Abl PPI inh |
| --- | --- | --- | --- | --- | --- | --- | --- | --- | --- | --- |
| COc1ccc(CCC(=O)OCC(=O)c2cccc(OC)c2)cc1 | 1.3 | -1.4 | i | -1.5 | -1.5 | -4.7 | i | -1.1 | -10.6 | -1.0 |
| COC(=O)Nc1c(C(=O)OC)cc(OC)c(OC)c1OC | -0.8 | -4.5 | i | 0.8 | 0.6 | 0.8 | i | 0.7 | -0.1 | -2.3 |
| Cc1ccc(CNC(=O)c2ccc3c(c2)NC(=O)C(N2CCOCC2)S3)cc1 (centres undefined) | 3.8 | 7.3 | i | -1.3 | 3.4 | -4.6 | i | 0.4 | 22.3 | -0.7 |
| Cc1cc(C)c(NC(=O)CNC(=O)COC(=O)Cc2ccccc2C)c(C)c1 | -0.8 | -0.6 | i | -0.7 | 0.4 | -2.3 | i | 1.8 | 3.2 | -0.9 |
| COc1cc2ccccc2cc1C(=O)N1CCN(c2ccccc2O)CC1 | -6.1 | 0.3 | i | 6.6 | 0.8 | -0.6 | i | -0.8 | -2.7 | -0.8 |

(next part)
SMILES | DNMT1 inh | CSN deneddyl inh | Neddyl block | NadD inh | LMPTP inh | SUMO1 PPI mod | Rpn11 block | STEP block | Scp-1 inhibitor | Rin1-Abl PPI inh
O=C(CN1CCC(NC(=O)c2ccc(F)cc2)CC1)NCc1ccccc1F | 2.5 | -3.2 | i | -1.9 | -0.6 | 0.3 | i | -1.1 | -7.0 | -3.5
Cc1cc(CN(C)C(=O)CC2C(=O)NCCN2Cc2ccc(F)c(F)c2)on1 (centres undefined) | -2.3 | -4.8 | i | -2.4 | -0.3 | 2.1 | i | 2.2 | -6.5 | 2.7
Nc1ccc(C(=O)N/N=C\c2ccc(OC(=O)c3ccccc3Cl)cc2)cc1 | 3.4 | -2.0 | i | -1.5 | 2.7 | 0.0 | i | 6.0 | 14.7 | 0.3
Cc1ccc2nc(SCC(=O)Nc3cc(C)on3)nc(=O)n2c1 | 2.1 | 1.7 | i | -7.5 | -1.4 | -6.1 | i | -3.3 | -0.8 | -1.0
Cc1cc(O)ccc1-c1cc(C(=O)NCc2cc(C(F)(F)F)cc(C(F)(F)F)c2)[nH]n1 | -8.8 | 5.1 | i | -0.9 | 1.7 | 2.9 | i | -6.5 | . | -2.2
CC1CCC(NS(=O)(=O)c2ccc(N3CCCC3=O)cc2)CC1 (centres undefined) | 0.6 | -0.6 | i | -3.2 | -0.5 | 2.3 | i | -1.0 | -4.7 | -1.8
O=C(CSc1ccc(Cl)cc1)Nc1ccccc1N1CCN(C(=O)c2ccccc2)CC1 | -3.8 | -2.7 | i | 0.4 | 4.5 | -2.7 | i | 3.9 | -8.9 | -2.7
COc1ccc(CCN(C)C(=O)c2ccc3c(=O)n4c(nc3c2)CCCCC4)cc1OC | 4.3 | 2.7 | i | -5.1 | -1.6 | -1.2 | i | -1.6 | -7.2 | -2.4
Cc1cc(C)c(C(=O)CC2(O)C(=O)Nc3ccccc32)cc1C (centres undefined) | 1.0 | -2.8 | i | -5.9 | -0.5 | 5.7 | i | -0.8 | -0.3 | 0.3
C/C(Nc1ccc(C)cc1)=C(/C#N)C(N)=O | 5.0 | 3.5 | i | 5.0 | -1.3 | 1.6 | i | -0.2 | -4.4 | -1.4
CCCCc1c(O)nc(SC2CC(=O)N(c3ccc(C(=O)OCC)cc3)C2=O)[nH]c1=O (centres undefined) | 2.7 | 2.6 | i | -4.7 | -1.3 | 0.1 | i | -0.8 | 8.9 | -0.1
Cc1ccc(C)c(N2CCN(C(=O)c3ccc(CSc4nc5ccncc5[nH]4)cc3)CC2)c1 | -3.6 | -0.8 | i | 8.4 | 27.9 | -1.8 | i | -0.2 | 56.2* | -2.3
COc1ccc(/C=C/C=C2\N=C(SC)SC2=O)cc1 | -0.9 | 10.7 | i | 8.4 | 2.0 | -14.6 | i | 1.0 | -12.2 | -0.5
COc1cccc(OCC(=O)NNC(=O)CCc2ccccc2)c1 | 2.5 | -2.3 | i | -2.0 | -0.5 | 1.5 | i | 1.0 | -11.3 | -1.3
CC1CCCCN1C(=O)CSc1nc2ccsc2c(=O)n1Cc1ccccn1 (centres undefined) | 1.4 | -1.9 | i | -4.6 | -1.4 | 3.8 | i | -1.1 | -8.7 | 2.0
Nc1nn(-c2ccccc2)c(N)c1N=Nc1ccccc1F | -5.0 | -2.1 | i | -2.8 | 0.4 | -23.9 | i | 5.7 | 0.6 | -3.1
O=C(Nc1ccc(Br)c2cccnc12)c1ccc(Cn2cc([N+](=O)[O-])cn2)o1 | -6.5 | 17.6 | i | 16.8 | 4.5 | -6.5 | i | 0.9 | 0.3 | -3.3
CC(=O)C1=C(O)C(=O)N(Cc2cccnc2)C1c1ccc(O)cc1 (centres undefined) | 2.4 | -9.0 | i | 0.8 | 2.1 | 2.6 | i | -1.8 | 6.6 | 2.2
COc1ccc(/C=N/Nc2nnc(Cc3ccccc3)c(=O)[nH]2)cc1 | 6.5 | -0.3 | i | -1.2 | -1.0 | 0.5 | i | 0.1 | -4.0 | -2.3
Cc1cc(NC(=O)CSc2nc(N)c(NC(=O)c3ccccc3F)c(=O)[nH]2)no1 | 2.8 | 0.6 | i | 1.4 | 0.7 | 5.3 | i | -1.6 | 14.3 | 1.2
CN(N)C(=S)Nc1ccc(Cl)cc1 | -0.5 | 1.8 | i | 0.4 | -2.0 | 1.0 | i | -0.3 | -0.7 | 4.6
Cc1nc2ccccc2c2oc(C(=O)NCCCN3CC(C)CC(C)C3)cc12 (centres undefined) | 19.0 | 5.0 | i | -4.4 | 1.3 | 1.9 | i | 4.8 | 1.1 | -0.4
CCCc1cc2c(cc1NS(=O)(=O)c1ccc(CCNC(C)=O)cc1)OCO2 | -10.2 | 2.9 | i | 4.0 | -1.4 | 1.1 | i | -2.7 | -5.2 | 2.6
